miR122 inh – miR-122 inhibition in Huh7 cells; actives 0.3% (n = 340,000); activation (reporter increase), % at 12.5 µM; Huh7 miR-122 Renilla luciferase sensor, 48 h; neutral wells = 0, positive control = 100; AID 602342;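 active means mean replicate activation score at least 90 and every replicate individually at or above 90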;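 further: higher luciferase means less miR-122 activity so hits act as miR-122 inhibitors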
C2C12 statin – protects C2C12 myotubes from simvastatin toxicity. actives 0.78% (n = 330,000). ATP luminescence, 48 h; scaled: DMSO 0, geranylgeraniol control 100. rescue of ATP level, % at 7.49 µM. AID 602340;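 active means mean ATP rescue above about 67%, or every replicate alone reaching that limit, limit read from the data, passing the limit was not always enough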;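 further: myotubes were challenged with 10 µM simvastatin during compound exposure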
Cneo AK release – Cryptococcus neoformans lysis via adenylate kinase release. C. neoformans lysis, adenylate kinase release luminescence, 4 h; normalised: neutral wells 0, clomiphene wells 100. lysis activity, % at 15 µM. actives 0.2% (n = 360,000);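 active means mean lysis activity across replicates of at least 80%, whatever share of replicates individually reach that level; inactive means mean lysis activity below 80%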
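Assay system: log-phase C. neoformans yeast / Quantity: yeast cell density of 5 × 10^6 cells/mL / Medium: fresh YPD growth medium / Compound: single dose / Timing: static 4 h at 37 °C with compound, 1 h detection / Measured by: adenylate kinase release luminescence / Read-out: lysis from increased AK signal / Benchmarks: Clomiphene as positive lysis control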
CFTR F508del cor – CFTR F508del correction in bronchial cells; activity (quench increase), % at 7.58 µM; CFBE cells, YFP halide quenching; stimulated with forskolin plus potentiator P3; % fluorescence drop versus neutral controls; AID 720511; actives 0.36% (n = 350,000);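 active means mean added fluorescence quench of at least 8% versus neutral control, with both replicates also reaching 8%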;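 further: cells transiently co-express mutant CFTR-F508del with the halide-sensitive YFP; corrector assay measuring rescue of mutant channel to the surface after 24 h compound exposure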
PGC1a acetyl inh – PGC1a acetylation modulation, inhibitor mode; inhibition, % at 15.6 µM; actives 0.17% (n = 350,000); U2OS PGC1a acetylation, AlphaScreen anti-acetyl-lysine; with virally co-expressed GCN5 acetyltransferase;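 active means every replicate shows inhibition of at least 40%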;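 further: 0% = neutral control wells and 100% = positive control wells; some results beyond the cut were filed as inactive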
PglD inh – inhibitors of Campylobacter jejuni PglD acetyltransferase; purified PglD enzyme, DTNB colorimetric CoA detection; inhibition, % at 12.5 µM; actives 0.098% (n = 360,000); AID 602405; in the data active means inhibition above about 16%, passing the limit was not always enough; further: strong numbers were not always called active
GSIS activator – primary screen for activators of insulin secretion dependent on glucose, INS-1E cells, GLuc reporter luminescence. activation, % at 16.6 µM. INS-1E GLuc reporter insulin secretion, 2-3 h. actives 0.61% (n = 370,000);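 active means lowest replicate activation of at least 40%, so every replicate reaches that level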;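 further: 0% = median of neutral control wells and 100% = median of IBMX positive control wells; some compounds called inactive have numbers as strong as hits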
FN deposit inh – fibronectin deposition inhibition; AH1F fibroblasts, Alexa488-fibronectin deposition fluorescence, overnight; inhibition, % at 12.6 µM; actives 0.086% (n = 350,000);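 active means mean inhibition across replicates of 30% or more, regardless of how many single replicates reach that level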;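 further: positive control wells lacked labelled fibronectin entirely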
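Measured by – fluorescence 485/525 nm · System – AH1F fibroblast monolayer, labelled fibronectin deposition · Amount – 10000 cells per well · Buffer or medium – serum-reduced DMEM (2% serum) · Doses – single dose, pinned · Also added – fluorescent fibronectin at 24 nM final · Schedule – 1 h cell attachment, overnight exposure to compound and label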
* = called active by the depositor; nt = no result given; [ ] = remark or other dose.

SMILES | miR122 inh | C2C12 statin | Cneo AK release | CFTR F508del cor | PGC1a acetyl inh | PglD inh | GSIS activator | FN deposit inh
COc1ccc(N2CC(C(=O)N[C@H](C(=O)NC3CCCC3)C(C)C)CC2=O)cc1 (stereo partly drawn) | -2 | 8 | -1 | 1.1 | 6 | -2 | nt | 12
COc1cc(-c2cc(C(=O)Nc3cccc(S(=O)(=O)N(C)C)c3)c3ccccc3n2)cc(OC)c1OC | -3 | -20 | 4 | -0.4 | -9 | -17 | -11 | 3
C[C@@H](O)C#Cc1ccc2c(c1)O[C@H](CN(C)C(=O)c1ccccc1)[C@@H](C)CN([C@@H](C)CO)S2(=O)=O | 8[16.7 µM] | -16 | 1 | 0.6 | -9 | -2 | -21 | 3
CCCSc1ncnc2[nH]ncc12 | -3 | 1 | 0 | -0.5 | 0 | -5 | nt | 0
CNC[C@H]1OCCCC[C@@H](C)Oc2ccc(NS(=O)(=O)c3ccc(F)cc3)cc2C(=O)N([C@H](C)CO)C[C@@H]1C | -2[16.7 µM] | 15 | -6 | 1.6 | -3 | -3 | -5 | -3
Cc1ccc(-n2nccc2-c2nn(-c3cccc(C(F)(F)F)c3)c(=O)n(C)c2=O)cc1 | -7 | -14 | 1 | 0.3 | 2 | -8 | 0 | 15
O=S1(=O)CCN(Cc2cccc(Cl)c2)CC1 | -8 | nt | -1 | nt | -2 | -1 | nt | nt
O=S(=O)(Nc1ccc(Cl)c(C(F)(F)F)c1)c1cnc[nH]1 | 7 | 14 | -1 | nt | -1 | 0 | nt | nt
O=C(c1ccco1)N1CCN(C(=O)c2ccc(CS(=O)c3ccc(Br)cc3)o2)CC1 (stereo not drawn) | -12 | 2 | 58 | 4.4 | -9 | -5 | -4 | -6
O=C(O)C[C@@H]1C[C@H]2c3cc(NC(=O)NC4CCCC4)ccc3O[C@H]2[C@H](CO)O1 | 10[16.7 µM] | 1 | -1 | -0.8 | 1 | 0 | 14 | -43
O=C(OC1CCOC1=O)c1ccc2ccccc2n1 (stereo not drawn) | -1 | -4 | -1 | nt | -2 | 8 | nt | nt
COc1ccc(C(=O)Nc2ccc(Cl)cc2C(=O)N2CCOCC2)cc1 | -1 | nt | 2 | 0.6 | 13 | 5 | 7 | 3
Cc1ccc(S(=O)(=O)CCC(=O)N(C)C2CCCCC2)cc1 | -7 | nt | 0 | 1.1 | -5 | 0 | 13 | 4
Cn1c(CC(=O)Nc2ccc(Cl)c(Cl)c2)nnc1SCC(=O)N1CCN(c2ccccc2)CC1 | -11 | 9 | -1 | -0.2 | -1 | 0 | -10 | nt
CC(C)CC#Cc1cnc2c(c1)C(=O)N([C@H](C)CO)C[C@@H](C)[C@H](CN(C)C(=O)NC1CCCC1)O2 | 0[16.7 µM] | 8 | -5 | 0.9 | -3 | 4 | -25 | -28
O=C(NCC(F)(F)F)[C@@H]1[C@@H](CO)[C@@H]2Cn3c(cccc3=O)[C@H]1N2CC1CC1 | 2[16.7 µM] | -4 | 7 | 1.2 | nt | 2 | 4 | nt
CC1CC1C(=O)OCC(=O)NNC(=O)c1ccc([N+](=O)[O-])cc1 (stereo not drawn) | -3 | -1 | 2 | -5.4 | 7 | -5 | -5 | 10
O=C(NCc1ccc2c(c1)OCO2)[C@@H]1[C@@H](CO)[C@@H]2Cn3c(cccc3=O)[C@H]1N2Cc1cncnc1 | 1[16.7 µM] | 13 | -7 | 3.0 | nt | 5 | 13 | 2
COCCN(C(=O)C(C)C)c1nnc(-c2cccc(C)c2)s1 | -1 | 20 | 0 | nt | 1 | -2 | -5 | 5
COc1ccc(C(=O)CSc2nc3ccccc3n2CC(=O)c2ccccc2)cc1 | 20 | 8 | 1 | -3.3 | -2 | -5 | -5 | nt
COc1cccc2cc(C(=O)NCc3ccc(C)cc3)c(=O)oc12 | -10 | -6 | 1 | nt | -16 | -2 | nt | nt
CCN(C[C@H]1N[C@@](Cc2ccccc2)(C(=O)OC)[C@H]2C(=O)N(Cc3ccccc3)C(=O)[C@@H]12)C(=O)NC(C)C | 6 | 2 | -2 | -2.5 | -2 | -3 | -9 | -4
COc1ccc(CC(=O)NCc2ccc3c(c2)cc(C)n3C)cc1 | -5 | -3 | 0 | -3.3 | nt | 0 | -4 | nt
COc1cccc(OC)c1C(=O)Nc1ccc(CN2CCCCC2)cc1 | 2 | -9 | -2 | nt | 1 | -4 | nt | 2
C[C@@H]1CN([C@@H](C)CO)C(=O)CCCn2cc(nn2)CO[C@@H]1CN(C)C(=O)Nc1ccc(-c2cccs2)cc1 | -7[16.7 µM] | 50 | 3 | 0.6 | -1 | 4 | -1 | -2
COc1cc(C(=O)NCCCOC(C)C)ccc1OC1CCN(C(C)=O)CC1 | -1 | -3 | -4 | 0.9 | 9 | -12 | nt | 21
Cc1ccc(/C=C2\NC(=S)NC2=O)cc1[N+](=O)[O-] | -5 | nt | nt | -1.1 | 0 | nt | 11 | 7
CCOc1ccc(Cn2c(=O)sc3ccccc32)cc1OC | 4 | 44 | 15 | -0.6 | -1 | 4 | -15 | 6
COc1ccc(OC)c(NC(=O)CCc2nnc3ccc(N4CCC(C)CC4)nn23)c1 | -5 | 9 | 1 | -1.6 | -1 | 4 | -10 | -10
CCc1ccccc1NC(=S)N(CCN(C)C)C(C)c1ccccn1 (stereo not drawn) | -1 | 0 | -3 | nt | 3 | -5 | 0 | nt
COc1cccc(C(=O)Nc2ccc3c(c2)OC[C@@H](C)N(C)C[C@H](C)[C@H](OC)CN(C)C3=O)c1 | nt | -4 | -6 | 1.6 | -5 | -2 | 13 | 6
C[C@@H]1CN([C@H](C)CO)C(=O)c2cc(NS(=O)(=O)c3ccc(F)cc3)ccc2O[C@@H](C)CCCCO[C@H]1CN(C)Cc1ccc(Cl)c(Cl)c1 | 19[16.7 µM] | nt | 32 | -2.1 | 11 | 0 | -25 | 10
CC(C)NC(=O)Nc1ccc2c(c1)C(=O)N([C@H](C)CO)C[C@H](C)[C@H](CN(C)C)OCCCC[C@@H](C)O2 | -3[16.7 µM] | nt | 0 | -0.8 | 8 | 0 | 15 | 1
COc1ccccc1CCC(=O)N(C)C1CCCN(Cc2ccccc2F)C1 (stereo not drawn) | 3 | 6 | -2 | 1.5 | 9 | -6 | -6 | 0
CN(C(=O)COC(=O)c1ccc(Cl)s1)C1(C#N)CCCCC1 | nt | -4 | 5 | 1.6 | nt | 0 | 7 | -2
C[C@@H]1CCCCO[C@H](CN(C)Cc2ccc(C(=O)Nc3ccccc3N)cc2)[C@@H](C)CN([C@H](C)CO)C(=O)c2cc(NS(=O)(=O)c3ccccc3)ccc2O1 | nt | nt | nt | 3.7 | 5 | nt | 4 | -7
COc1ccc(C(CNC(=O)c2cccc(S(=O)(=O)Nc3ccc(Br)cc3)c2)N(C)C)cc1 (stereo not drawn) | 4 | -7 | 0 | 0.9 | -1 | 1 | 5 | 2
CCCN1CCN(C(=O)CCNC(=O)Cn2cnc3ccccc3c2=O)CC1 | -5 | -6 | 8 | 0.0 | 2 | -6 | -13 | 7
C[C@H]1CN([C@@H](C)CO)C(=O)c2ccccc2-c2ccccc2CO[C@H]1CN(C)Cc1cccc(C(=O)O)c1 | nt | nt | -1 | 1.4 | 5 | 4 | -4 | -8
O=C(Nc1ccc2oc(-c3cccnc3)nc2c1)c1ccc(Br)o1 | 1 | nt | -1 | nt | -23 | 1 | 30 | nt
CN(C)C(=O)[C@H]1[C@H](CO)[C@H]2Cn3c(ccc(C4=CCCCC4)c3=O)[C@@H]1N2Cc1ccccc1 | -2[16.7 µM] | 11 | 0 | 0.2 | nt | 0 | -14 | nt
CC(=O)C1=C(O)CC(C)(C)CC1=NCCc1nc2ccccc2[nH]1 | 0 | -7 | 0 | 0.1 | -3 | 1 | -11 | -2
COC(=O)c1ccccc1NC(=O)C(C)n1nc(C)c2c(C)n(-c3ccccc3)nc2c1=O (stereo not drawn) | nt | 15 | 1 | 1.3 | nt | -3 | -2 | 7
Cc1cc(C)nc(NS(=O)(=O)c2ccc(NC(=O)c3cc4c(=O)n5cccc(C)c5nc4n3C)cc2)n1 | nt | 25 | -1 | nt | 13 | 0 | nt | nt
CCCCNC(=O)NS(=O)(=O)c1ccc(C)cc1 | -5 | 6 | 0 | 1.1 | -4 | -2 | nt | 0

Molecules above that have an aryl thioether with sulfur outside any ring, in the order listed:
SMILES | miR122 inh | C2C12 statin | Cneo AK release | CFTR F508del cor | PGC1a acetyl inh | PglD inh | GSIS activator | FN deposit inh
CCCSc1ncnc2[nH]ncc12 | -3 | 1 | 0 | -0.5 | 0 | -5 | nt | 0
Cn1c(CC(=O)Nc2ccc(Cl)c(Cl)c2)nnc1SCC(=O)N1CCN(c2ccccc2)CC1 | -11 | 9 | -1 | -0.2 | -1 | 0 | -10 | nt
COc1ccc(C(=O)CSc2nc3ccccc3n2CC(=O)c2ccccc2)cc1 | 20 | 8 | 1 | -3.3 | -2 | -5 | -5 | nt

The listing continues:
SMILES | miR122 inh | C2C12 statin | Cneo AK release | CFTR F508del cor | PGC1a acetyl inh | PglD inh | GSIS activator | FN deposit inh
O=C(CCCn1c(SCC(=O)c2ccc(F)cc2)nc2ccccc2c1=O)NCc1ccccc1 | -12 | -6 | 1 | nt | -11 | -1 | nt | -1
Cc1noc(C)c1NC(=O)N(C)C[C@@H]1Oc2c(NC(=O)C3CCCCC3)cccc2C(=O)N([C@H](C)CO)C[C@H]1C | 2[16.7 µM] | 9 | 0 | -1.4 | -2 | 0 | 10 | nt
O=C(CCc1c[nH]c2ccccc12)NCc1ccncc1 | -16 | 8 | 0 | -2.4 | -5 | -3 | 13 | 4
Cc1noc(C)c1NC(=O)Nc1cccc2c1O[C@H](CN(C)Cc1ccncc1)[C@@H](C)CN([C@@H](C)CO)C2=O | -4[16.7 µM] | 6 | -3 | -0.7 | -2 | 4 | 8 | nt
COc1cc(CC(=O)Nc2nc(C)cs2)cc(OC)c1OC | 2 | 0 | 0 | -1.2 | nt | 2 | -2 | nt
COCCCN1C(=O)c2ccc(C(=O)Nc3ccc(OC)cc3OC)cc2C1=O | -2 | 2 | -5 | nt | 6 | -4 | nt | nt
CC(C)C#Cc1cnc2c(c1)C(=O)N([C@@H](C)CO)C[C@@H](C)[C@H](CN(C)C(=O)Nc1ccccc1)O2 | 2[16.7 µM] | 11 | -1 | 2.0 | 5 | -3 | -2 | -19
CO[C@H]1CN(C)C(=O)c2ccc(NC(=O)NC(C)C)cc2OC[C@@H](C)N(Cc2ccccn2)C[C@@H]1C | nt | 2 | -2 | -0.2 | -14 | 2 | 9 | -10
COc1ccc(CNC(=O)COC(=O)c2ccc(C)c(S(=O)(=O)N3CCOCC3)c2)cc1 | -9 | 2 | 0 | 1.0 | -1 | 3 | 13 | 3
CN1C(=O)c2cc(NS(=O)(=O)c3ccc(Cl)cc3)ccc2OC[C@H]2O[C@@H](CC(=O)Nc3ccc4c(c3)COC4)CC[C@@H]21 | nt | 5 | -3 | nt | nt | 2 | -2 | 0
C[C@@H]1CN([C@@H](C)CO)C(=O)c2cccc(NC(=O)C3CCCCC3)c2O[C@@H]1CN(C)S(=O)(=O)c1cn(C)cn1 | -1[16.7 µM] | -38 | nt | 1.1 | -3 | nt | 16 | nt
CCOC(=O)c1cnn(-c2nc(-c3ccccc3)nc3c2COC(C)(C)C3)c1N | 3 | 2 | 8 | nt | 5 | 9 | 10 | nt

Screening data deposited in PubChem BioAssay by Broad Institute.
